GSH bead fluor – GSH bead compound fluorescence profile; GSH beads flow cytometry, compound fluorescence 488/530 nm; active compounds read high; fluorescence (KMESF) at 10 µM; actives 0.25% (n = 190,000); in the data active = fluorescence above about 89;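 note: glutathione beads carrying GST-tagged Bcl family fusion proteins plus one bare bead set; values are compound well signal with DMSO vehicle wells as background; inactives centre near 16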
RGS4-Gao reg – modulates binding of RGS4 to human Galphao. P09471. Multiplexed bead flow cytometry; actives lie on both sides. binding response (% of control), % at 10 µM. actives 0.33% (n = 220,000). AID 1415; in the data active = binding response below about 49% or above about 150%; inactive = in between;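 note: fluorescent Galphao activated with aluminum fluoride binding bead-coupled RGS4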
Target sequence (P09471 whole entry, looked up): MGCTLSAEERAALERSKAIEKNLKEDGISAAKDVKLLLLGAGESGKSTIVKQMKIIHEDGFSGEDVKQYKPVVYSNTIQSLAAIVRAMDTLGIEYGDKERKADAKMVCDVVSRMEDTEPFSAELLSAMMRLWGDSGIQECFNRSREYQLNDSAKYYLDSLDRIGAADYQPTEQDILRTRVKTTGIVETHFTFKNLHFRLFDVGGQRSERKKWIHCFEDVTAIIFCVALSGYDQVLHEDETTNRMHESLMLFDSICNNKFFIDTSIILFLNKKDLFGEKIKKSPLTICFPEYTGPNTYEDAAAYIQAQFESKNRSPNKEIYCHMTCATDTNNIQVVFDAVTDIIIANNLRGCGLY
RGS8-Gao – modulates binding of RGS8 to human Galphao; multiplexed bead flow cytometry; actives lie on both sides; response (percent of control binding), % at 10 µM; actives 0.34% (n = 220,000); in the data active = response below about 60% or above about 140%; inactive = in between;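 note: Galphao activated as the GDP aluminium fluoride complex binding bead-coupled RGS8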
Mcl-1 Bim block – human Bim-Mcl-1 interaction inhibition. actives 0.1% (n = 190,000). AID 1009. Bead-based flow cytometry, Bim peptide-Mcl-1 binding. inhibition, % at 10 µM; in the data active = inhibition above about 40%;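 note: 0% = no compound tracer wells and 100% = peptide blocker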
Target sequence (Q07820 whole entry, looked up): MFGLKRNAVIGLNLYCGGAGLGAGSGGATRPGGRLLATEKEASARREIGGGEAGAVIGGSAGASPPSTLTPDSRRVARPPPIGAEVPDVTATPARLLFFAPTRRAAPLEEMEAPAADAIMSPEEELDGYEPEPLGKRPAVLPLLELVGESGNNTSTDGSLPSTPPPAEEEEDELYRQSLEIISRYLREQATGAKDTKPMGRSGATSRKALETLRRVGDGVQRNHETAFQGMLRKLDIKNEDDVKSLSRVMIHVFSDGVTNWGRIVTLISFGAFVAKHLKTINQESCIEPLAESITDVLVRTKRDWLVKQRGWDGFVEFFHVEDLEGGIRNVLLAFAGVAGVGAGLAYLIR
Pf gametocyte – kills late stage P. falciparum gametocytes; actives 0.065% (n = 150,000); inhibition, % at 10.9 µM; P. falciparum stage V gametocytes, ATP luminescence, 24 h;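 active = inhibition above the mean plus 3 SD of compounds within the control limits, set per campaign, cut at about 38% in these data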;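 note: 0% = DMSO wells and 100% = medium only without gametocytes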
ABCB1 block – inhibitors of human ABCB1 transporter, ABCG2 counter-screen; P08183; CCRF-Adr cells, JC-1 efflux, flow cytometry; inhibition, % at 6.6 µM; actives 0.067% (n = 190,000); AID 1326; in the data active = inhibition above about 40%;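 note: 0% = vehicle and 100% = reference inhibitor; higher value means more JC-1 retained so stronger ABCB1 efflux block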
RGS7-Gao reg – human RGS7-Galphao interaction regulation. Multiplexed bead flow cytometry, RGS7-Galphao binding; actives lie on both sides. binding response (% of control), % at 10 µM. actives 0.35% (n = 220,000); in the data active = binding response below about 49% or above about 150%; inconclusive = no clear call, values can overlap the other calls; inactive = in between;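 note: fluorescent Galphao held in activated GDP-AlF4 state binding bead-coupled RGS7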
ABCG2 block – inhibitors of human ABCG2 transporter, ABCB1 counter-screen. IgMXP3 cells, JC-1 efflux, flow cytometry. actives 0.1% (n = 190,000). Q9UNQ0. inhibition, % at 6.6 µM. AID 1325;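 active = inhibition above 80%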;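 note: 0% = DMSO and 100% = nicardipine control wells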
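Test system: IgMXP3 (ABCG2) plus far-red-tagged CCRF-Adr (ABCB1) cells. Reagent: JC-1 dye as substrate. Timing: 10 min exposure at 25 °C with rotation, no wash. Measured by: flow cytometric JC-1 green MFI at 530 nm. Read-out: percent efflux inhibition, scaled nicardipine 100% to DMSO 0%. Control set: nicardipine and DMSO wells.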
Mcl1-Bid inh – Mcl-1/Bid interaction inhibition; Q07820; TR-FRET Mcl-1/Bid-Dy647 peptide binding, 1536-well; inhibition, % at 21.7 µM; actives 0.97% (n = 220,000); AID 1021;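 active = compounds that cut the binding signal by more than half at the single screening dose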;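 note: His-tagged Mcl-1 with europium anti-His antibody binding Bid BH3 peptide; 0% = Mcl-1 plus peptide wells and 100% = peptide-only wells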
Mcl1-Noxa inh – Mcl-1/Noxa interaction inhibition; Q07820; TR-FRET Mcl-1/Noxa peptide binding, 2 h; inhibition, % at 21.7 µM; actives 1.5% (n = 220,000); AID 1022;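 active = compounds that cut the protein-peptide binding signal by more than 50% relative to plate controls in a single-dose test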;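 note: His-tagged Mcl-1 with rhodamine Noxa BH3 peptide and terbium anti-His antibody; 0% = Mcl-1 plus Noxa peptide wells and 100% = peptide-only wells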
Avidin fluor – avidin bead compound fluorescence profile | Avidin beads, compound fluorescence 488/530 nm, flow cytometry; active compounds read high | fluorescence (KMESF) at 10 µM | actives 0.38% (n = 220,000) | AID 1775; in the data active = fluorescence above about 47; note: inactives centre near 10
Numbers without * were called inactive; ? = inconclusive; · = no result given. Rows were taken by chance; overall some 3.3% were active at least once.

entry | SMILES | GSH bead fluor | RGS4-Gao reg | RGS8-Gao | Mcl-1 Bim block | Pf gametocyte | ABCB1 block
1 | Cn1c(N)c(S(=O)(=O)N2CCN(c3ccccc3)CC2)c(=O)n(C)c1=O | 12 | 100 | 101 | -1 | · | 0.9
2 | CCC(C)c1ccc(S(=O)(=O)N2CCN(C(=O)COc3ccc4c(C)cc(=O)oc4c3)CC2)cc1 (centres undefined) | 29 | 101 | 101 | -1 | · | 3.0
3 | COc1ccc(C2c3[nH]c4ccccc4c3CCN2Cc2cccn2-c2ncccn2)cc1C (centres undefined) | 9 | 110 | 117 | 1 | -1 | -1.0
4 | O=C(O)Cc1ccc(NC(=O)c2cccs2)cc1 | 33 | 102 | 102 | -1 | · | 0.2
5 | O=c1nc(N2CCOCC2)nc(N/N=C/c2ccc3c(c2)OCO3)[nH]1 | 11 | 101 | 101 | 0 | -25 | -0.3
6 | COCCn1c(SCC(=O)Nc2cc(C)on2)nnc1-c1c[nH]c2ccccc12 | 19 | 99 | 99 | 0 | · | 0.4
7 | CCC(C)c1ccc(NC(=S)Nc2ccc(OC)cc2)cc1 (centres undefined) | 14 | 106 | 105 | -6 | · | -0.1
8 | O=S(=O)(c1ccc2ccccc2c1)N(CC(O)CN1CCOCC1)c1ccccc1 (centres undefined) | 28 | 98 | 100 | -4 | 1 | 1.5
9 | Cc1c(NC(=O)CSC2=C(C#N)C(c3ccccc3F)CC(=O)N2)c(=O)n(-c2ccccc2)n1C (centres undefined) | 11 | 90 | 94 | 1 | 8 | 0.8
10 | CCN(CC)S(=O)(=O)c1cc(C(=O)O)ccc1Cl | 16 | 99 | 99 | -5 | · | 0.9
11 | O=C(CCn1c(=O)oc2ccccc21)N1CCCCCC1 | 20 | 101 | 99 | 1 | · | 1.2
12 | Cc1cc(=O)oc2cc(OC(C)C(=O)O)c(Cl)cc12 (centres undefined) | 13 | 101 | 99 | 0 | · | 0.1
13 | COc1ccc(NC(=O)Cn2nnc(-c3ccccc3N)n2)cc1OC | 52 | 104 | 103 | 0 | · | 0.7
14 | CCN(CC)C(=O)/C(=C/c1cn(S(=O)(=O)N(C)C)c2ccccc12)NC(=O)c1ccc(OC)cc1 | 9 | 106 | 103 | -1 | -12 | 0.8
15 | CN(CC(=O)NCc1ccc2c(c1)OCO2)S(=O)(=O)c1ccc(Br)s1 | 17 | 94 | 94 | 0 | -28 | 0.3

entry | RGS7-Gao reg | ABCG2 block | Mcl1-Bid inh | Mcl1-Noxa inh | Avidin fluor
1 | 99 | 2 | -51 | -15 | 16
2 | 99 | 3 | -5 | · | 9
3 | 112 | -2 | -29 | 6 | 8
4 | 97 | 1 | -27 | -4 | 10
5 | 102 | -1 | -2 | 2 | 3
6 | 97 | 3 | -17 | 24 | 6
7 | 105 | 0 | -53 | 8 | 22
8 | 97 | 31 | -2 | 11 | 12
9 | 91 | 2 | -49 | 7 | 24
10 | 98 | 3 | -2 | 2 | 11
11 | 100 | 15 | -3 | 14 | 25
12 | 97 | 0 | 16 | 33 | 10
13 | 108 | 8 | -2 | -9 | 22
14 | 101 | 5 | -17 | 5 | 9
15 | 92 | 1 | 6 | 1 | 5

entry | SMILES | GSH bead fluor | RGS4-Gao reg | RGS8-Gao | Mcl-1 Bim block | Pf gametocyte | ABCB1 block
16 | Cc1noc(C(=O)N2CCN(c3ccc(F)cc3)CC2)c1Cl | 15 | 100 | 101 | 0 | · | 0.7
17 | FC(F)(F)c1cc(C(F)(F)F)c2ccc(N3CCN(c4ccc(Cl)cc4)CC3)nc2n1 | 21 | 101 | 105 | -1 | -11 | -0.2
18 | O=C(c1cc2n(n1)C(C(F)(F)F)CC(c1ccco1)N2)N1CCN(c2ccccn2)CC1 (centres undefined) | 46 | · | · | 0 | · | 0.6
19 | O=C1c2ccccc2C(=O)c2c1cccc2N1CCN(Cc2ccccc2)CC1 | 23 | 100 | 99 | -1 | · | 0.8
20 | Cc1ccc2c(c1)c(-c1ccccc1)nc1nnnn12 | 12 | 103 | 102 | -1 | 11 | 0.9
21 | COc1ccc(C)cc1NC(=O)Cn1cnc2sc(C)c(S(=O)(=O)N3CCOCC3)c2c1=O | 20 | 102 | 100 | 0 | -16 | 1.7
22 | COc1ccc(CC(=O)OCc2nnc(C3COc4ccccc4O3)o2)cc1OC (centres undefined) | 69 | 102 | 102 | -2 | · | 0.9
23 | COc1cc(/C=C2\C(C)=C(C#N)c3nc(N)c(C#N)c(C)c32)ccc1OCC(=O)O | · | 100 | 98 | · | 7 | ·
24 | CC1CCCCC1NC(=O)C1CCN(S(=O)(=O)c2cccc3nsnc23)CC1 (centres undefined) | 29 | 105 | 108 | 0 | · | -0.1
25 | COc1cc(OC)c(C2=NOC(C(=O)NCCc3ccccc3)C2)cc1Cl (centres undefined) | 42 | 109 | 104 | -32 | 10 | 1.2
26 | CC(C)COC(=O)c1nnsc1NC(=O)Nc1ccccc1 | 20 | 103 | 101 | -2 | · | -0.2
27 | Cc1c(NC(=O)CN2C(=O)NC(CCc3ccccc3)C2=O)c(=O)n(-c2ccccc2)n1C (centres undefined) | 12 | 101 | 100 | 0 | 22 | 0.3
28 | O=C(NCCc1ccccc1)C(=O)Nc1ccc([N+](=O)[O-])cc1 | 21 | 98 | 101 | 5 | -3 | 0.2
29 | CC(=O)C1=C(O)C=C(c2ccco2)CC1c1ccco1 (centres undefined) | 57 | 100 | 100 | 0 | · | 0.9
30 | O=C(NC(=S)Nc1ccc(Cc2ccncc2)cc1)c1ccccc1 | 12 | 105 | 104 | -6 | · | 4.4

entry | RGS7-Gao reg | ABCG2 block | Mcl1-Bid inh | Mcl1-Noxa inh | Avidin fluor
16 | 100 | 5 | -13 | 3 | 23
17 | 101 | 1 | -39 | -8 | 17
18 | · | 20 | -38 | 13 | ·
19 | 98 | 2 | -21 | -3 | 8
20 | 101 | 5 | 5 | -8 | 10
21 | 101 | 12 | -6 | -12 | 39
22 | 104 | 7 | -7 | 12 | 7
23 | ? | · | -7 | 34 | 9
24 | 110 | 0 | 3 | 3 | 13
25 | 109 | 14 | 39 | 8 | 5
26 | 100 | 38 | -11 | 24 | 28
27 | ? | 6 | -20 | 14 | 10
28 | 97 | 2 | -14 | 17 | 11
29 | 96 | 4 | -82 | 12 | 22
30 | 104 | 3 | 5 | 26 | 13

Some values from the entries so far:
CC1CCCCC1NC(=O)C1CCN(S(=O)(=O)c2cccc3nsnc23)CC1 (centres undefined) in Mcl1-Bid inh is entered as 3
CC(=O)C1=C(O)C=C(c2ccco2)CC1c1ccco1 (centres undefined) in ABCG2 block is entered as 4
Cc1noc(C(=O)N2CCN(c3ccc(F)cc3)CC2)c1Cl in ABCB1 block is entered as 0.7
FC(F)(F)c1cc(C(F)(F)F)c2ccc(N3CCN(c4ccc(Cl)cc4)CC3)nc2n1 in ABCB1 block is entered as -0.2
Cc1ccc2c(c1)c(-c1ccccc1)nc1nnnn12 in RGS8-Gao is entered as 102

Rewritten bar-delimited: entries from further up
entry | SMILES | GSH bead fluor | RGS4-Gao reg | RGS8-Gao | Mcl-1 Bim block | Pf gametocyte | ABCB1 block | RGS7-Gao reg | ABCG2 block | Mcl1-Bid inh | Mcl1-Noxa inh | Avidin fluor
17 | FC(F)(F)c1cc(C(F)(F)F)c2ccc(N3CCN(c4ccc(Cl)cc4)CC3)nc2n1 | 21 | 101 | 105 | -1 | -11 | -0.2 | 101 | 1 | -39 | -8 | 17
18 | O=C(c1cc2n(n1)C(C(F)(F)F)CC(c1ccco1)N2)N1CCN(c2ccccn2)CC1 (centres undefined) | 46 | · | · | 0 | · | 0.6 | · | 20 | -38 | 13 | ·

(list continues)
entry | SMILES | GSH bead fluor | RGS4-Gao reg | RGS8-Gao | Mcl-1 Bim block | Pf gametocyte | ABCB1 block
31 | Cc1nnc(SCC(=O)c2c(N)n(Cc3ccccc3)c(=O)n(C)c2=O)n1C | 11 | 105 | 104 | 0 | -17 | 0.1
32 | C=CCc1ccccc1OCC(CN1CCCCC1)OC(C)=O (centres undefined) | 35 | 99 | 102 | 0 | · | -2.1
33 | O=S(=O)(c1ccc(F)cc1)N1CCN(C(=S)NCc2ccco2)CC1 | 9 | 101 | 103 | -6 | -16 | 1.2
34 | Cc1cc(C)nc(NC(=S)Nc2ccccc2)n1 | 11 | 93 | 95 | 5 | · | 1.1
35 | c1ccc(-c2nnc(-c3ccccc3)c(-c3c[nH]c4ccccc34)n2)cc1 | 40 | 104 | 104 | 1 | -21 | -0.1
36 | CSc1nc(NCc2ccco2)c2ccccc2n1 | 30 | 99 | 99 | 0 | · | 0.4
37 | CCc1ccccc1NC(=S)N1CCC(NC(=O)c2ccc(OC)cc2)CC1 | 12 | 107 | 123 | 6 | · | 0.3
38 | CSCCC(=O)N1CCCC(CNC(=O)c2ccc(-c3ccccc3)cc2)C1 (centres undefined) | 14 | 107 | 103 | -1 | · | 0.9
39 | CCC(C)(C)n1nnnc1C(c1cc(OC)c(OC)c(OC)c1)N1CCN(c2ccccc2)CC1 (centres undefined) | 9 | 89 | 98 | 0 | 19 | 1.1
40 | COc1ccc2nc(SCc3cnc(C)nc3N)[nH]c2c1 | 37 | 95 | 98 | -1 | 8 | -0.1
41 | CC(=O)c1cc2c(cc1NS(=O)(=O)c1ccccc1)OCO2 | 24 | 103 | 102 | 0 | -16 | 0.6
42 | CNC(=O)c1ccsc1NC(=O)c1ccc(S(=O)(=O)N2CCc3ccccc32)cc1 | 14 | 101 | 96 | -1 | · | -0.1
43 | CC1CCN(C(=S)c2ccc([N+](=O)[O-])cc2)CC1 | 15 | 96 | 99 | -11 | -3 | 0.3
44 | O=C(Nc1ncccn1)c1cccs1 | 18 | 104 | 100 | -4 | · | 0.1
45 | C=CCn1c(N)c(C(=O)Nc2ccc(C)c(C)c2)c2nc3ccccc3nc21 | 9 | 104 | 104 | 3 | -25 | 0.1
46 | Cc1ccc(S(=O)(=O)/N=C2/NC(=O)/C(=C/c3ccccc3)S2)cc1 | 10 | 101 | 104 | 0 | 6 | -0.1
47 | CCCNC(=O)C(Cc1ccccc1)NS(=O)(=O)c1ccc2c(c1)c(=O)n(C)c(=O)n2C (centres undefined) | 17 | 102 | 102 | 1 | · | 0.3

entry | RGS7-Gao reg | ABCG2 block | Mcl1-Bid inh | Mcl1-Noxa inh | Avidin fluor
31 | 110 | 1 | -9 | -16 | 31
32 | 103 | -2 | 7 | 3 | 9
33 | 101 | 4 | -54 | -9 | 6
34 | 96 | 27 | -33 | 14 | 11
35 | 97 | 0 | -25 | 0 | 8
36 | 100 | 2 | -16 | 15 | 6
37 | 106 | 0 | -35 | 8 | 17
38 | 106 | 3 | -33 | 16 | 11
39 | 88 | 2 | -68 | 4 | 13
40 | 97 | 3 | -16 | · | 11
41 | 105 | 2 | -9 | 19 | 12
42 | 102 | 0 | -28 | 22 | 5
43 | 104 | 7 | -23 | 9 | 5
44 | 100 | 0 | -13 | -4 | 29
45 | 96 | 1 | -3 | 2 | 39
46 | 105 | 0 | -39 | -16 | 23
47 | 100 | 1 | -10 | -6 | 5

Compound activity (PubChem)
